CHRM1 agonist = human M1 muscarinic receptor agonists, primary screen, Fluo-8 calcium fluorescence, CHO-K1 cells, HTS; activation, % at 3 µM; actives 0.33% (n = 360,000); CHO-K1 hM1, agonist mode; 0% DMSO, 100% acetylcholine EC100;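 active means activation above the run's mean compound activation plus 3 SD, cut at about 16% in these data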;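 further: peak over basal fluorescence ratio within a 140 s kinetic read after compound addition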
Target sequence (P11229 whole entry, looked up): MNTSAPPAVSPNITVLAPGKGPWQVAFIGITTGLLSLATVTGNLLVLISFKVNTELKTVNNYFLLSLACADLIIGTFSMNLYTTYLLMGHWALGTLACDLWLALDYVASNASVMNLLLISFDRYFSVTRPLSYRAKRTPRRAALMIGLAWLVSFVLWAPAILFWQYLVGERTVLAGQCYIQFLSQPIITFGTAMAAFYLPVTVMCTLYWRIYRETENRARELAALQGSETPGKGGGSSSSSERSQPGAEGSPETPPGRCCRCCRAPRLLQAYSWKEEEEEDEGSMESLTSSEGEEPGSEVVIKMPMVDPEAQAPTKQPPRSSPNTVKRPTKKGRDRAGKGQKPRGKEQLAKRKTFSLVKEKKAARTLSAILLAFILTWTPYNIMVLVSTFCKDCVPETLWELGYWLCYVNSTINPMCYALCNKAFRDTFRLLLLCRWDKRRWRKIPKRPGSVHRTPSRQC
CHRM1 antagonist = human M1 muscarinic receptor antagonists, primary screen, CHO-K1 cells, Fluo-8 calcium fluorescence, 1536-well | CHO-K1 hM1, ACh EC80 antagonist | actives 1.3% (n = 360,000) | inhibition, % at 3 µM | Muscarinic acetylcholine receptor M1 (Homo sapiens), P11229;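 active means percent inhibition above its own plate's cutoff, namely the mean of that plate's compound wells plus 3 SD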;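 further: peak over basal fluorescence ratio during 140 s after agonist addition; 0% = ACh EC80 plus DMSO and 100% = DMSO alone without agonist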
TAAR1 agonist = human TAAR1 agonists, primary screen, Fluo-8 calcium fluorescence, CHO RD-HGA16 cells; Trace amine-associated receptor 1 (Homo sapiens), Q96RJ0; vehicle wells 0%, saturating PEA agonist 100%; activation, % at 3 µM; actives 0.99% (n = 360,000); AID 624467, 2012;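 active means activation above the mean activation of all test compounds in the run plus 3 SD, cut at about 38% in these data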
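System: CHO-derived RD-HGA16 cells with stable Gα16 and human TAAR1 / Times: 17-24 h plating, Fluo-8 75 min 37 °C, 30 min RT / Technique: calcium-sensitive Fluo-8 signal, excitation 470-495, emission 515-575 nm / Measure: % activation relative to PEA EC100 response / Benchmarks: DMSO and PEA EC100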
OXTR potentiate = human OXTR potentiators, primary screen, fluorescence, CHO-OTR cells, Fluo-8 calcium; Oxytocin receptor (Homo sapiens), P30559; Fluo-8 calcium fluorescence, potentiator mode; 0% = oxytocin EC15, 100% = EC100; activation, % at 3 µM; actives 0.061% (n = 320,000); AID 2445, 2010;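 active means activation above that plate's cutoff, the mean activation of tested compounds plus 3 SD, cut at about 6.6% in these data, passing the limit was not always enough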;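 further: 100% uses oxytocin at 75 nM as the full agonist control; some results filed as inactive read as strong as hits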
Target sequence (P30559 whole entry, looked up): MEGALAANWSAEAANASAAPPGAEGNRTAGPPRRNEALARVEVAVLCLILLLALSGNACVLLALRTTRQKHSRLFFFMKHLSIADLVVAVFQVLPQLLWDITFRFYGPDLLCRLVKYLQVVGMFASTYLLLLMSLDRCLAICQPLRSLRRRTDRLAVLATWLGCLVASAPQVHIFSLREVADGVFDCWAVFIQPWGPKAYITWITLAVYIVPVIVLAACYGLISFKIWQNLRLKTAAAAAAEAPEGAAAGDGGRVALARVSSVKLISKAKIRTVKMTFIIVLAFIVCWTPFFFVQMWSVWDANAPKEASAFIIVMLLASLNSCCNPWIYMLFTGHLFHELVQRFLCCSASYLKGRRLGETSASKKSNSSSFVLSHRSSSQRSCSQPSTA
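Dosing: Single dose, 3.0 µM nominal final compound concentration | Material: Human OTR in CHO cells | Technique: Kinetic Fluo-8 calcium fluorescence | Benchmarks: EC15 oxytocin alone as 0%, 75 nM oxytocin as 100% | Probe or stimulus: Oxytocin at about EC15, sub-maximal agonist stimulus | Incubation: Compound 6 min at room temperature before oxytocin, 100 s read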
CHO parental Ca = ATP-evoked calcium signal inhibitors, parental CHO, primary screen, counter-screen for OX1R antagonist project, cell-based, fluorescence, Fluo-8 calcium dye; actives 0.63% (n = 330,000); inhibition, % at 5.6 µM; parental CHO-K1, ATP-induced calcium, Fluo-8 fluorescence;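 active means inhibition above that plate's mean sample inhibition plus 3 SD, cut at about 26% in these data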;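 further: 0% = ATP-challenged DMSO wells and 100% = DMSO wells without ATP; some compounds past the cut are filed as inactive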
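Test system: untransfected parental CHO cell line. Compound: one dose, 5.6 µM nominal. Detection: intracellular calcium via Fluo-8 no-wash fluorescent dye. Measure: % inhibition. Benchmarks: ATP-challenged DMSO wells low, unchallenged DMSO wells high.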
CHO-K1 Ca PAM = nonselective calcium activators in parental CHO-K1 cells, primary screen, counter-screen for M1 PAM project, cell-based, Fluo-8 calcium fluorescence, full deck, 1536-well | ATP EC20; 0% at ATP EC20, 100% at ATP max | activation, % at 3 µM | actives 0.02% (n = 360,000) | AID 602247, 2012;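 active means activation above the run cutoff, the mean activation of all test compounds plus 3 SD, cut at about 40% in these data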;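 further: peak over basal fluorescence ratio in a 140 s read after ATP addition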
CHO-K1 Ca ag = counter-screen for M1 agonists: effect in parental CHO-K1 cells. activation, % at 3 µM. actives 0.48% (n = 360,000). Fluo-8 calcium fluorescence; scaled to maximal ATP response, vehicle zero; in the data active means activation above about 15%;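 further: untransfected CHO-K1 host cells lacking M1 receptor as counterscreen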
CHO-K1 Ca antag = nonselective inhibitor or artifact in parental CHO-K1 cells; ATP-induced calcium, Fluo-8 fluorescence; inhibition, % at 3 µM; actives 0.6% (n = 360,000); AID 602250;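 active means inhibition above a per-plate cutoff, the plate's mean sample inhibition plus 3 SD, cut at about 24% in these data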;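 further: 0% = DMSO plus EC80 ATP and 100% = DMSO alone without ATP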
TAAR1 antagonist = human TAAR1 antagonists, primary screen, Fluo-8 calcium fluorescence, CHO RD-HGA16 cells. inhibition, % at 3 µM. actives 1.5% (n = 360,000). antagonist. Trace amine-associated receptor 1 (Homo sapiens), Q96RJ0;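 active means inhibition above a per-plate cutoff, the mean inhibition of test compounds on that plate plus 3 SD, cut at about 49% in these data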;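 further: 0% = DMSO plus EC80 beta-PEA response and 100% = DMSO alone without agonist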
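Assay system: RD-HGA16 CHO cells with stable hTAAR1 and Gα16 / Reagent: EC80 β-phenethylamine stimulus / Doses: 3 µM, single point / Timing: dye loading 75 min at 37 °C, then 30 min room temperature / Measured by: Fluo-8 intracellular calcium dye fluorescence, real-time kinetic reads / Controls: vehicle wells and EC80 agonist wells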
Active calls of the source: *; . = not tested or not shown.

SMILES	CHRM1 agonist	CHRM1 antagonist	TAAR1 agonist	OXTR potentiate	CHO parental Ca	CHO-K1 Ca PAM	CHO-K1 Ca ag	CHO-K1 Ca antag	TAAR1 antagonist
CCOC(=O)CCCNC(=O)COC(=O)c1cccc(C)c1O	-4	-3	7	0	-6	15	0.4	-3	4
COc1ccc(S(=O)(=O)N(C)c2ccc(C(=O)N3CCN(C)CC3)cc2)cc1	-3	3	3	-2	7	4	1.5	4	-8
COc1ccc(-c2csc(NC(=O)c3cc(-c4cccs4)nc4ccccc34)n2)c(OC)c1	-4	-1	0	-8	-10	13	0.4	0	-15
CC(NC(=O)c1ccc2c(c1)OCO2)C1CCCO1 (stereo not given)	-4	6	7	-4	-4	17	0.5	-5	-4
COc1ccc(OC)c(NC(=O)Nc2cccnc2)c1	-1	-8	4	.	.	11	0.9	-9	2
COc1ccc2c(Cl)c(-c3nnc4n3CCCCC4)sc2c1	-4	-3	9	-30	-3	15	0.8	-12	-2
Nc1cc(=O)[nH]c(SC/C=C/c2ccccc2)n1	2	0	5	-12	-2	-3	3.4	20	-6
COC(=O)C1OC2(OC1C(=O)OC)c1ccccc1-c1ccccc12 (stereo not given)	-4	-13	10	-3	-12	22	0.9	-14	-18
O=C(O)C1CC(=O)N(c2ccc(F)cc2)C1 (stereo not given)	-2	-13	3	-4	4	21	1.9	-3	4
COC(=O)COc1cccc2c(=O)n(CC(=O)N3CCCc4ccccc43)ccc12	-4	1	2	-5	-5	-4	1.0	5	-14
COc1ccc(CNc2oc(Cc3cccc4ccccc34)nc2C#N)cc1	-3	0	1	-7	0	16	0.6	0	24
Cc1cccc(NC(=O)N2C3CCCC2CC(NC(=O)C(C)(C)C)C3)c1 (stereo not given)	-9	16	0	1	1	-7	0.0	5	5
CCc1nc2c(OCCOc3ccc(F)cc3)cccn2c1N(C=O)Cc1ccc(OC)cc1	-7	-14	5	.	.	5	3.2	-9	-29
CC(Oc1ccc(Cl)cc1Cl)C(=O)NNC(=O)C(=O)N1CCCC1 (stereo not given)	-4	8	-3	4	-1	-6	-0.2	-7	-5
CCOC(=O)Cc1csc(NC(=O)NC2(C(F)(F)F)Oc3ccc(Cl)cc3O2)n1 (stereo not given)	0	9	10	-8	6	-1	1.3	8	16
CN(C)/C=C/C(=O)c1ccc(S(=O)c2ccccc2)cc1 (stereo not given)	-8	-3	10	-7	-19	20	0.2	-13	-1
COc1ccc(NC(=O)COC(=O)CCNS(=O)(=O)c2ccc(Cl)cc2)cc1	1	5	4	-10	6	11	5.5	-11	6
COc1cc2c(cc1NC(=O)COC(=O)Cn1cnc3ccccc31)oc1ccccc12	0	-31	11	.	.	-3	-0.1	0	49*
COc1ccccc1N=Nc1nc(-c2ccccc2)c(-c2ccccc2)[nH]1	-10	6	-2	-2	26	-1	0.4	15	24
N#Cc1nc(-c2ccccc2F)oc1N1CCN(C(=O)c2ccco2)CC1	-4	-2	0	-6	-15	15	1.9	-13	-4
COc1ccccc1N1CCN(C(=O)c2cn(C)c3ccc(S(=O)(=O)N4CCOCC4)cc3c2=O)CC1	-2	-10	3	-14	7	25	0.8	2	-8
CC(=O)c1cccc(NC(=O)C(OC(=O)c2cccc(S(=O)(=O)N(C)c3ccccc3)c2)c2ccccc2)c1 (stereo not given)	3	-1	1	-9	20	4	1.4	8	5
COc1cccc(CC(=O)Nc2ccc(S(=O)(=O)N3CCOCC3)cc2)c1	-1	-10	1	-9	0	-6	1.5	-7	11
CCOC(=O)N1C2=NC(C(=O)OC)=C(C(=O)OC)[C@@H]3N(C)c4ccccc4[C@]23C[C@H]1C(=O)OC	-4	1	4	-5	-13	-1	0.2	-5	4
O=C(NC1CC(=O)c2sccc21)c1cccc(C(F)(F)F)c1 (stereo not given)	1	-16	1	-12	0	0	0.5	0	-20

3 compounds already listed, arranged by the value under OXTR potentiate, ascending.
Compound | CHRM1 agonist | CHRM1 antagonist | TAAR1 agonist | OXTR potentiate | TAAR1 antagonist
COc1ccc(NC(=O)COC(=O)CCNS(=O)(=O)c2ccc(Cl)cc2)cc1 | 1 | 5 | 4 | -10 | 6
CN(C)/C=C/C(=O)c1ccc(S(=O)c2ccccc2)cc1 (stereo not given) | -8 | -3 | 10 | -7 | -1
N#Cc1nc(-c2ccccc2F)oc1N1CCN(C(=O)c2ccco2)CC1 | -4 | -2 | 0 | -6 | -4

Additional structures:
SMILES	CHRM1 agonist	CHRM1 antagonist	TAAR1 agonist	OXTR potentiate	CHO parental Ca	CHO-K1 Ca PAM	CHO-K1 Ca ag	CHO-K1 Ca antag	TAAR1 antagonist
COC(=O)c1ccc(NC(=S)N2CCN(Cc3ccccc3OC)CC2)cc1	-4	-11	5	-10	-11	9	3.2	-13	-1
O=C(Nc1c(C(=O)Nc2ccc3c(c2)OCCO3)cnn1-c1ccccc1Cl)c1ccco1	-2	0	9	-1	-23	-6	2.9	0	22
CCCn1nnc(NC(=O)c2ccc(-c3ccccc3)cc2)n1	-2	-6	3	-2	-5	-6	3.3	10	4
CN1C(c2ccccc2)CCOS1(=O)=O (stereo not given)	-5	-4	1	-3	-9	6	0.4	-5	5
Cn1ncc(Br)c1C(=O)N1CCOCC1	-3	-9	2	-5	2	20	0.4	0	-13
O=C(O)C1CCCCC1C(=O)OCCCCOC(=O)C1CCCCC1C(=O)O (stereo not given)	-4	-6	7	-2	2	10	-0.2	-6	7
CC(=O)Nc1ccc(S(=O)(=O)NC(C)C(=O)NC(C)c2ccccc2)cc1 (stereo not given)	-3	-1	2	-1	5	4	0.2	-15	-24
CCCN(C)C1CN(Cc2cn(Cc3ccc(F)cc3)nn2)S(=O)(=O)C1 (stereo not given)	.	.	3	.	.	4	0.8	-11	-10
Cc1nc(N/N=C/c2cccc(F)c2)cc(N2CCOCC2)n1	-6	-10	2	-2	-11	18	2.3	-11	-9
COc1cc(C2Sc3ccccc3NC3=C2C(=O)OC3)cc(OC)c1OC (stereo not given)	-1	-3	1	-5	-8	-1	1.5	1	1
CCC(c1nnnn1Cc1ccccc1)N1CCN(C(=O)c2ccco2)CC1 (stereo not given)	-4	-56	3	-9	-1	21	0.8	-14	-3
C=CCC(NC(=O)c1ccc(C#N)cc1)C(=O)NCCC (stereo not given)	-4	4	12	1	-1	19	0.4	-9	-4
C(=C\c1nc(N2CCCC2)c2ccccc2n1)/c1ccccc1	-10	-7	12	1	-30	9	0.3	3	-8
CN(CCCNC(=O)c1nn(C)c2c1CS(=O)(=O)c1ccccc1-2)Cc1ccccc1	-3	-5	0	-1	-27	25	1.8	-17	9
CCOC(=O)/C(=C/c1ccc(OC(=O)c2ccncc2)cc1)C(C)=O	-3	-5	6	-20	2	-12	0.1	-10	11
COc1cc(NC(=O)N[C@@H](Cc2c[nH]c3ccccc23)C(=O)O)c(C(=O)O)cc1OC	-3	-1	-1	.	.	5	0.6	-6	-20
Cc1ccc(S(=O)(=O)N2CCC(C(=O)Nc3ccc4c(c3)OCO4)CC2)cc1	-3	-1	8	-5	-21	8	-0.5	-3	-3
COCCSc1ccccc1C(=O)Nc1cc(C)ccn1	-3	4	1	-2	-14	7	-0.2	-8	8
COc1cccc(CN(C)C(=O)c2cc(COc3c(F)cccc3F)on2)c1	-4	-16	3	-10	-10	-4	1.3	-5	0
COc1ccc(NC(=O)c2ccco2)cc1S(=O)(=O)N1CCOCC1	-6	3	-1	-7	-11	10	0.3	6	8
CCN(CC)C(=S)Nc1ccc(OC(F)F)cc1	-3	-6	1	-17	18	11	0.9	-17	-9
CC(C)(C)[C@H]1CCC(=O)N([C@H](CSc2ccc(Br)cc2)Cc2ccccc2)CC1	-2	-1	13	-3	-8	18	0.3	-12	5
CC(C)(C)c1cc(S(=O)(=O)CCc2ccncc2)cc(C(C)(C)C)c1F	-4	-9	0	-4	-9	-7	0.1	-11	-1
O=C(NCc1ccco1)c1cc(-c2ccccc2)nn1CC1CC(c2cccnc2)=NO1 (stereo not given)	-4	-8	8	-2	-9	1	1.0	-3	23
O=C(c1ccccc1)c1ccc(OC(=O)C2CCCCC2)cc1	-4	-10	-1	-2	-9	-8	0.7	4	-6
Next section
SMILES	CHRM1 agonist	CHRM1 antagonist	TAAR1 agonist	OXTR potentiate	CHO parental Ca	CHO-K1 Ca PAM	CHO-K1 Ca ag	CHO-K1 Ca antag	TAAR1 antagonist
COC(=O)C(CC(C)C)N(Cc1cc(OC)cc(OC)c1)S(=O)(=O)c1ccccc1Br (stereo not given)	-7	2	4	.	-19	14	1.8	-13	15
CC(C)(C)NS(=O)(=O)c1ccc(NC(=O)c2cc(-c3ccccc3)nc3ccccc23)cc1	-2	6	26	-16	-4	-5	-0.2	9	29
COC(=O)Cn1c(C(O)c2ccccc2)nc2ccccc21 (stereo not given)	-3	-8	1	-10	1	23	0.6	-5	-8
COc1ccc(-n2ncc3c(=O)n(CC(=O)Nc4ccc(S(=O)(=O)N5CCOCC5)cc4)cnc32)cc1	-8	3	3	-6	7	4	1.0	4	-3
O=S(=O)(NC1=NCCC1)c1ccc(F)cc1F	-6	2	3	-6	14	0	0.8	-15	-10
CCCNC(=O)c1cc(C2CCCCN2C(=O)c2ccc3ccccc3c2)on1 (stereo not given)	-6	-6	0	.	.	-2	8.2	13	-21
O=C1Nc2ccccc2N=C(c2ccccc2)C1Br (stereo not given)	-9	1	6	1	-1	6	-0.2	5	-3
Cn1c(=O)c2c(nc(SCCCC#N)n2Cc2c(F)cccc2Cl)n(C)c1=O	-10	6	3	4	-8	-2	0.6	2	2
CCCCCOc1ccccc1C(=O)NCCC(=O)O	-7	-5	10	-2	11	2	-0.1	-4	-19
COCCn1c(-c2ccc(Cl)cc2Cl)nc2c(c(=O)c3ccccc3n2C)c1=O	-12	1	4	3	-10	14	-0.5	-5	-20
COc1cccc(NC(=O)N(C)C[C@@H]2Oc3cc(Br)ccc3S(=O)(=O)N([C@@H](C)CO)C[C@H]2C)c1	-4	-6	5	.	.	-2	0.2	3	4

High-throughput results deposited in PubChem by The Scripps Research Institute Molecular Screening Center.

Rows are unselected; any-hit rate near 4.2%.
